APEX1 inh: blocks human APE1 abasic DNA cleavage | P27695 | recombinant APE1, TAMRA/BHQ-2 abasic DNA cleavage fluorescence | Potency, µM (titrated, usually from 65.8 µM), for the others: top-dose activity change, negative = inhibition, usual class: inhibitors | 350,000 compounds, 0.35% hits;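 also: potency is read from the fitted curve at half-maximal effect; plate controls were vehicle for no effect and reference inhibitor for full effect; nearly all actives have a fitted effect of over 55% in size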
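Incision of a quenched TAMRA/BHQ-2 THF abasic-site duplex (50 nM) by 0.75 nM APE1, after 15 min compound preincubation, measured as fluorescence increase over three 60 s reads. Values normalized to buffer, DMSO and NSC13755 control wells.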
BLM helicase inh: inhibitors of human Bloom syndrome helicase BLM | recombinant BLM DNA unwinding, fluorescence dequenching | 350,000 compounds, 0.2% hits | Potency, µM (highest dose often 56.1 µM), for inactives: top-dose activity change, negative = inhibition, most hits filed as inhibitors | P54132;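 also: potency is read from the fitted curve at half-maximal effect; plate controls were vehicle for no effect and no enzyme for full effect; nearly all actives have a fitted effect of over 35% in size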
POLI inh: inhibitors of human DNA polymerase iota; Pol iota fluorescent replication assay, 10 min; Potency, µM (titrated, usually from 115 µM), without a hit: top-dose activity, negative = inhibition, actives largely listed as inhibitors; 390,000 compounds, 1% hits; AID 588590; also: potency is read from the fitted curve at half-maximal effect
Target sequence (Q9UNA4 whole entry, looked up): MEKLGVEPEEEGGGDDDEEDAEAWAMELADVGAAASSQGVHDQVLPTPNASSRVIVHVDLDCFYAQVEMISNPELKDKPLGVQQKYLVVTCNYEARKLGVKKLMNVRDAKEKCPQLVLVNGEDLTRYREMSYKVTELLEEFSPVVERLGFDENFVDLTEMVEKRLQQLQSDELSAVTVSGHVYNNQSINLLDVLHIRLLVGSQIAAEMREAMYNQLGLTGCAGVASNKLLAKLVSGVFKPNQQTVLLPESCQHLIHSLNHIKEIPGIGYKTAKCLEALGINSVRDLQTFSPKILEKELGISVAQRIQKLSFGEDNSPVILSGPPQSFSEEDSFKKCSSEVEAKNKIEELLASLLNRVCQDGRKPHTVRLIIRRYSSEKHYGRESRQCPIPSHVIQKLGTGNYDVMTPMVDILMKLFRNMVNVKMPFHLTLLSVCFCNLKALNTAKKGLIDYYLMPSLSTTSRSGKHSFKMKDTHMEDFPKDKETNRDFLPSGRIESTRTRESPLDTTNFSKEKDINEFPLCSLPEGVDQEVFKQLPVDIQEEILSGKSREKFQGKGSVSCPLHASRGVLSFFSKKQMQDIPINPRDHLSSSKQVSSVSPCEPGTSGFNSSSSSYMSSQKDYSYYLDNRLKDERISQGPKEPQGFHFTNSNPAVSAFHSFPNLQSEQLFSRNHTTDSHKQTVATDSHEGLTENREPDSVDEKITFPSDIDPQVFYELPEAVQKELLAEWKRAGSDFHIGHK
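Pol iota at 10 nM preincubated 15 min with compounds at room temperature; reaction started with fluorescent substrate, 50 nM final. Fluorescence read kinetically at 0 and 10 min; buffer-only wells as negative control.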
TRHR agonist: TRH receptor (human) agonism | TRHR cells, calcium flux fluo-8, FDSS agonist mode | activation, % at 2 µM | 360,000 compounds, 0.18% hits | AID 493084; in the data active = activation above about 30%; also: 0% is about no effect
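TRHR-expressing cells, plated overnight in medium with 10% serum, were loaded with fluo-8 calcium dye at room temperature. After a 10 s baseline, library compound was pin-added and calcium release was recorded kinetically (ex 480/em 530) as agonist response.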
ERG-DNA inh: blocks human ERG Ets domain binding to DNA; AID 624246; Potency, µM (doses to about 76.9 µM), for the others: at the highest dose FP activity, negative = inhibition, most hits filed as inhibitors; 370,000 compounds, 0.028% hits; fluorescence polarization, His-ERG Ets domain / labelled DNA; P11308; active = well fitted inhibition curve with a large enough effect in the polarisation, with a control signal flat; inconclusive = small, poorly fitted or top-dose-only effect, or effect the other way, or a change in a side signal; inactive = no such curve, though single readings can be large or run the other way; the % refers to the polarisation;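 also: polarization taken with two DNA probes labelled with fluorescein and Texas red; potency is read from the fitted curve at half-maximal effect; % of control where 0% means no effect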
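His-tagged ERG Ets domain (1 uM in the protein solution; 300mM KCl, 50mM Tris-HCl, 1mM EDTA, 1mM DTT, pH 7.5) received compound, then a probe mix of 5 nM fluorescein-DNA and 100nM Texas-615-DNA. Fluorescence polarization was read for both dyes.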
Pol kappa inh: inhibitors of human DNA polymerase kappa; Q9UBT6; Potency, µM (top dose mostly 107 µM), without a hit: top-dose activity, negative = inhibition, actives largely listed as inhibitors; purified Pol kappa, fluorescent DNA synthesis assay, 10 min; 400,000 compounds, 0.53% hits; also: potency is read from the fitted curve at half-maximal effect; % is scaled to controls: 0 for no effect and ±100 for the full control effect
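Here, compound and 10 nM enzyme are combined for 15 min at room temperature; adding 50 nM substrate (final) starts DNA synthesis, tracked by fluorescence at 0 and 10 min against buffer-only wells.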
Pol beta inh: inhibitors of human DNA polymerase beta. 340,000 compounds, 1.3% hits. Potency, µM (doses to about 114 µM), for the others: at the highest dose activity change, negative = inhibition, actives largely listed as inhibitors. Pol beta primer extension/strand displacement, fluorescence kinetic. P06746; also: potency is read from the fitted curve at half-maximal effect; % is scaled to controls: 0 for no effect and ±100 for the full control effect
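10 nM enzyme + cpd, 15 min RT; start with substrate 50 nM final; read 0 min and after 10 min RT. Corrected, normalized data; 4-parameter Hill curve fit.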
12-LOX inh: ALOX12 (human) lipoxygenase inhibition; P18054; purified 12hLO, xylenol orange hydroperoxide absorbance; Potency, µM (doses to about 108 µM), inactives show top-dose activity change, negative = inhibition, hits mostly inhibitors; 580,000 compounds, 1.1% hits; AID 1671190; also: potency is read from the fitted curve at half-maximal effect; % is scaled to controls: 0 for no effect and ±100 for the full control effect
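Hydroperoxide product was detected by ferrous iron/xylenol orange as the 573 to 405 nm absorbance ratio. Arachidonic acid at 40 uM (final) was turned over for 30 min at room temperature by 150 nM human 12hLO, pH 7.0 Hepes buffer, after 15 min compound preincubation.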
Apoferritin bind: binds horse apoferritin like a general anesthetic; Potency, µM (series often up to 77.5 µM), without a hit: top-dose activity change, negative = displacement, most hits filed as inhibitors; apoferritin/1-aminoanthracene competitive binding, fluorescence; P02791; AID 485281; 350,000 compounds, 0.074% hits; also: potency is read from the fitted curve at half-maximal effect; % is scaled to controls: 0 for no effect and ±100 for the full control effect; nearly all actives have a fitted effect of over 20% in size
Target sequence (P02791 2-175 limits assumed): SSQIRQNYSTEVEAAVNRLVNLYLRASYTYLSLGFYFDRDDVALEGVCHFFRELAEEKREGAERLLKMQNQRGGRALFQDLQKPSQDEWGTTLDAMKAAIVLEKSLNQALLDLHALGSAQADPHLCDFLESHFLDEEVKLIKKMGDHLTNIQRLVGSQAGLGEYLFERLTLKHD
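Horse-spleen apoferritin (10 uM) was mixed with 50% saturated 1-aminoanthracene in PBS, exposed to compounds for 10 min at room temperature, and read for fluorescence (ex 380 nm, em 535 nm). Competitive displacement was fitted with a four-parameter Hill equation.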
* marks the source's active call; other numbers are inactive results; i = inactive; u = inconclusive; x = not tested or not shown; & = joins results of further samples; [ ] = remark or other dose. Unless noted, calls follow the shape of the dose curve; as a rule, active = well fitted curve in the direction sought with a large enough effect; inconclusive = small, poorly fitted or top-dose-only effect, or another doubt; inactive = no such curve, though single readings can be large; an effect the other way counts as inactive or inconclusive.

1. CN1CCN(Cc2nc3ccccc3c(=O)[nH]2)CC1
2. CCC(=NCCCN(CC)CC)c1c(O)n(C2CCCCC2)c(=O)[nH]c1=O
3. CCCCCCN=C(C)c1c(O)n(CCCC)c(=O)[nH]c1=O
4. Cc1cc(C)n(CCOC(=O)C2C(C=C(Cl)Cl)C2(C)C)n1 (stereo unspecified)
5. CCC(=Nc1ccc(OC)cc1OC)c1c(O)[nH]c(=O)[nH]c1=O
6. CNCC[C@@H](Oc1ccc(C(F)(F)F)cc1)c1ccccc1

assay / entry	1	2	3	4	5	6
APEX1 inh	-4%	0%	3%	1%	3%	-12%&2%
BLM helicase inh	0%	-1%	-2%	-3%	-2%	x
POLI inh	-26%[58.9 µM]	16%	-2%	9%	21%	-19%
TRHR agonist	-0.1	0.6	-1.3	-1.6	-0.9	5.9
ERG-DNA inh	-2%	-2%	11%	4%	-2%	-4%
Pol kappa inh	-1%	0%	4%	-13%	-17%	-18%
Pol beta inh	-1%	19%	2%	-2%	25%	17%[57.1 µM]
12-LOX inh	-15%	0%	1%	u	0%	u
Apoferritin bind	-7%	-12%	-11%	u	-18%	x

7. Cc1nc2ccccc2c(=O)n1-c1cccc(C(F)(F)F)c1
8. Cc1cccc(C)c1NC(=O)c1cccn(Cc2ccc3c(c2)OC(F)(F)O3)c1=O
9. Cc1ccccc1C(=O)N1Cc2cnnn2-c2ccccc2C1C#N (stereo unspecified)
10. CC[N+](C)(CC)CCC[n+]1c(-c2ccccc2)c2cc(N)ccc2c2ccc(N)cc21
11. O=c1cccc2n1CC1CC2CN(Cc2c(F)cccc2Cl)C1 (stereo unspecified)
12. CC(=O)Nc1ccc(C(c2c(O)c3ccccc3oc2=O)c2c(C)n(C)n(-c3ccccc3)c2=O)cc1 (stereo unspecified)

assay / entry	7	8	9	10	11	12
APEX1 inh	60%[activator]	6%	x	2.1µM*	0%	20%
BLM helicase inh	-1%	-12%	x	5µM*	1%	0%
POLI inh	117%[activator]	10%	0%	x	-28%	-3%
TRHR agonist	-0.9	1.2	x	5.2	-0.2	0.0
ERG-DNA inh	9%	-5%	15%	x	x	2%
Pol kappa inh	-3%	-19%	0%	6.3µM*	-2%	-21%
Pol beta inh	15%	-16%	x	x	16%	1%
12-LOX inh	0%	u	u	0%	u	-3%
Apoferritin bind	-2%	-8%	x	-14%[29.3 µM]	-13%	-5%

13. Cc1ccc(CN2CCN(CC(=O)N3CCC4(CC3)OCCO4)C2=O)cc1
14. COc1ccc(CNCCc2ccc(Cl)cc2Cl)cc1
15. CCOC(=O)c1c(C)[nH]c(C(=O)C(C)N2CCCC2)c1C (stereo unspecified)
16. Cc1ccc(S(=O)(=O)N(C)c2ccc(C(=O)NCC3(N(C)C)CCCCC3)cc2)cc1
17. CCCCP(=O)(O)CCC(=O)O
18. O=C1NC(=O)C(=Cc2ccc(-c3cc(Cl)ccc3[N+](=O)[O-])o2)C(=O)N1

assay / entry	13	14	15	16	17	18
APEX1 inh	0%	-5%	-22%	6%	-3%	u
BLM helicase inh	1%	2%	2%	0%	-2%	-15%
POLI inh	18%	81%[activator]	78%[activator]	32%[activator]	-9%	u
TRHR agonist	-1.6	0.4	0.0	1.1	0.6	-0.8
ERG-DNA inh	-3%	0%	12%	12%	7%	-7%
Pol kappa inh	-1%	-11%	-9%	-2%	4%	-29%
Pol beta inh	18%	43%	-29%	40%	0%	u
12-LOX inh	0%	8%	0%	9%	u	6.3µM*
Apoferritin bind	-11%	-1%	-8%	-2%	-8%	-10%

Three structures out of the list, arranged by heavy-atom count, lowest first:
14. COc1ccc(CNCCc2ccc(Cl)cc2Cl)cc1
13. Cc1ccc(CN2CCN(CC(=O)N3CCC4(CC3)OCCO4)C2=O)cc1
16. Cc1ccc(S(=O)(=O)N(C)c2ccc(C(=O)NCC3(N(C)C)CCCCC3)cc2)cc1

assay / entry	14	13	16
APEX1 inh	-5%	0%	6%
BLM helicase inh	2%	1%	0%
POLI inh	81%[activator]	18%	32%[activator]
TRHR agonist	0.4	-1.6	1.1
ERG-DNA inh	0%	-3%	12%
Pol kappa inh	-11%	-1%	-2%
Pol beta inh	43%	18%	40%
12-LOX inh	8%	0%	9%
Apoferritin bind	-1%	-11%	-2%

Later entries.
19. CC(C)CCn1c(=O)c(C(=O)NCc2ccc3c(c2)OCO3)c(O)c2ccccc21
20. CC12CC(c3ccccc3O1)C(C(=O)OCc1ccccc1)C(=O)N2 (stereo unspecified)
21. O=C(Nc1cccc(Cl)c1)c1c(O)c2c(n(Cc3ccco3)c1=O)CCCC2
22. CC1=Nc2ccccc2/C1=C/c1c(O)[nH]c(=O)[nH]c1=O
23. CN1CCc2cc3c(cc2[C@@H]1O)OCO3
24. Cc1cccc(N2C(=O)NC(=O)/C(=C\c3cccn3-c3ccc(Cl)cc3)C2=O)c1

assay / entry	19	20	21	22	23	24
APEX1 inh	72%[activator]	-5%	-3%	-12%	-2%[21 µM]	0%
BLM helicase inh	-4%	0%	1%	2%	4%[21.4 µM]	-22%
POLI inh	116%[activator]	20%	22%	u	x	22µM*
TRHR agonist	-1.9	-0.6	-1.9	0.3	x	-0.3
ERG-DNA inh	-14%	0%	-2%	-18%	x	13%
Pol kappa inh	-4%	-15%	5%	-2%	-4%[12 µM]	79µM*
Pol beta inh	0%	8%	-2%	1%	x	22µM*
12-LOX inh	2%	0%	-9%	28µM*	x	0%
Apoferritin bind	-1%	-9%	-6%	-14%	625%[activator][29.3 µM]	u

25. CC1CCCCN1C(=O)c1ccc(N2CC3CC(C2)c2cccc(=O)n2C3)c([N+](=O)[O-])c1 (stereo unspecified)
26. FC(F)(F)c1ccccc1CN1CCN(Cc2ccccc2)CC1
27. Cc1cc([N+](=O)[O-])c(Cl)cc1NC(=O)C(C)C
28. O=C(c1ccc(Cl)cc1)C1CCCN(Cc2cccc3ncccc23)C1 (stereo unspecified)
29. O=C(Nc1ccc(Cl)cc1)O/N=C(\c1ccccc1)c1ccccn1
30. C=CCC1(CCCCC)C(=O)NC(=S)NC1=O

assay / entry	25	26	27	28	29	30
APEX1 inh	1%	12%	3%	-7%	-3%	x
BLM helicase inh	0%	-2%	-4%	4%	0%	x
POLI inh	35%[activator]	17%	5%	2%	30%	22%
TRHR agonist	-0.7	0.0	0.0	-1.6	0.4	x
ERG-DNA inh	x	x	-16%	-12%	x	-18%
Pol kappa inh	-12%	-6%	-11%	-9%	-3%	-12%
Pol beta inh	2%	-2%	9%	2%	-30%	x
12-LOX inh	1%	u	-10%	-19%	4%	-28%
Apoferritin bind	-3%	-6%	4%	-17%	-14%	x

31. NS(=O)(=O)c1nc[nH]c1[N+](=O)[O-]
32. CC(C)NC(C)C(=O)C12CC3CC(CC(C3)C1)C2 (stereo unspecified)
33. COC(=O)C1=C(c2ccc(-c3ccccc3)c(F)c2)C[C@@H]2CC[C@H]1N2C(=O)NCCCOC(C)C
34. Cc1cccc(N2C(=O)NC(=O)/C(=C\C=C\c3ccco3)C2=O)c1
35. Cn1c(O)c(C(=O)c2ccccc2Cl)c(=O)n(C)c1=O
36. Cc1ccc(OCCOc2cccc(C=C3C(=O)NC(=O)NC3=O)c2)c(C)c1

assay / entry	31	32	33	34	35	36
APEX1 inh	x	2%	23%	u	-5%	41%
BLM helicase inh	x	1%	x	-21%	-2%	-6%
POLI inh	0%	1%	-1%	13µM*	i	u
TRHR agonist	x	0.4	0.0	9.8	-0.8	0.6
ERG-DNA inh	-3%	6%	-6%	55%[activator]	-5%	-5%
Pol kappa inh	-9%	-4%	-5%	-94%	-5%	-19%
Pol beta inh	x	9%	x	u	12%	u
12-LOX inh	-10%	0%	27%	u	u	u
Apoferritin bind	x	-12%	x	-4%	-7%	u

37. CC12CCC(=O)C=C1C=CC1C2CCC2(C)C(O)CCC12 (stereo unspecified)
38. O=c1[nH]c(=O)n(Cc2ccc(F)cc2)c(O)c1C=NCc1cccnc1
39. COc1ccc(OC)c(CC(=O)N(C)C2CCCN(Cc3ccccc3F)C2)c1 (stereo unspecified)
40. O=P(C(=Nc1ccc(Cl)cc1)N1CCOCC1)(N1CCOCC1)N1CCOCC1
41. O=C(NCC1CC1)c1cc([N+](=O)[O-])cc([N+](=O)[O-])c1
42. Cc1c(C)c2ccc(OCC(=O)N3C[C@H]4C[C@@H](C3)c3cccc(=O)n3C4)c(C)c2oc1=O

assay / entry	37	38	39	40	41	42
APEX1 inh	x	-6%	0%	5%	14%	13%
BLM helicase inh	x	-3%	-2%	5%	-5%	-3%
POLI inh	35%[activator]	8%	16%	-3%	145%[activator]	23%
TRHR agonist	x	-1.4	-2.0	0.3	-0.3	-1.0
ERG-DNA inh	1%	1%	-4%	2%	6%	1%
Pol kappa inh	-14%	-4%	-3%	0%	-4%	3%
Pol beta inh	x	2%	26%	-2%	24%	14%
12-LOX inh	22%	-1%[57.4 µM]	-8%	0%[57.4 µM]	0%	-5%
Apoferritin bind	x	-13%	7%	0%	-6%	-12%

43. NC(Cc1ccccc1)Cc1ccccc1
44. c1ccc(C2c3ccccc3-n3nncc3CN2CC2CCCCC2)cc1 (stereo unspecified)
45. O=c1[nH]c(CN2CC=C(c3ccccc3)CC2)nc2cc(C(F)(F)F)ccc12
46. CN1C(=O)C(C2c3ccccc3C(=O)N2Cc2ccccc2)C(=O)N(C)C1=O (stereo unspecified)

assay / entry	43	44	45	46
APEX1 inh	-2%	x	8%	-3%
BLM helicase inh	-5%	x	-1%	1%
POLI inh	29%	-9%	42%[activator]	2%
TRHR agonist	0.3	x	0.2	0.9
ERG-DNA inh	3%	-8%	16%	5%
Pol kappa inh	-11%	-24%	-6%	-6%
Pol beta inh	18%	x	-11%	-24%
12-LOX inh	1%	0%	488%[activator]	0%
Apoferritin bind	-10%	x	u	u

A portion of the library, so the mix of outcomes need not match the whole.
